CHT allo act: CHT positive allosteric modulators, primary screen, cell-based, membrane potential dye, choline EC20; B-score at 10 µM; AID 488977, 2010; High affinity choline transporter 1 (Homo sapiens), Q9GZV3; CHT-expressing cells; stronger effect = higher value; LV-AA mutant CHT in HEK293 cells; 0.49% of 310,000 active;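 active means initial fluorescence not abnormally high and integrated response B-score, plate-corrected, over 3 SD above library mean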
CHT inh: inhibitors of human choline transporter CHT | High affinity choline transporter 1 (Homo sapiens), Q9GZV3 | CHT-expressing cells, membrane potential dye, choline response; stronger effect = lower value | B-score at 10 µM | 0.86% of 310,000 active;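 active means B-score over 3 SD under the library average, and starting fluorescence ratio not unusually high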;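 further: choline stimulus applied at its EC90 after an EC20 pre-addition; B-score computed on integrated fluorescence ratio after choline addition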
STK33 kinase inh: inhibitors of purified STK33 kinase, primary screen, biochemical, ADP-Glo luminescence, homogeneous, cell-free; 0.073% of 320,000 active; inhibition, % at 10 µM; MBP phosphorylation; Serine/threonine-protein kinase 33 (Homo sapiens), Q9BYT3;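 active means inhibition at or above 25%, using the most active replicate where run in duplicate; inactive means inhibition below 25%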
Target sequence (Q9BYT3 whole entry, looked up): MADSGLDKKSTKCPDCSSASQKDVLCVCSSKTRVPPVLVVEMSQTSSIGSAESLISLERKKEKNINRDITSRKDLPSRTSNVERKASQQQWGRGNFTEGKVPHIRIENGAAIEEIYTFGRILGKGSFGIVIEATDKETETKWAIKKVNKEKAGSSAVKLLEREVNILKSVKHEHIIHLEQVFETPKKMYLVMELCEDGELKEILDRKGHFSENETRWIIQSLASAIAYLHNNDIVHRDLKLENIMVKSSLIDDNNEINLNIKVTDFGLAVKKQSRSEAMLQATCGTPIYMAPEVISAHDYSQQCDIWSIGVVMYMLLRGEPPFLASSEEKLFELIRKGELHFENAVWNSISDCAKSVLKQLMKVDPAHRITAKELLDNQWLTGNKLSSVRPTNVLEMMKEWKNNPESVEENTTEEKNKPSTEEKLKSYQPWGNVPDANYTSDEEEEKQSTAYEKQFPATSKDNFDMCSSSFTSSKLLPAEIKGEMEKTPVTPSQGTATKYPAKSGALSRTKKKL
* marks the source's active call; other numbers are inactive results; i = inactive; nt = not tested or not shown.

Compound	CHT allo act	CHT inh	STK33 kinase inh
COc1cc(/C=N/NC(=S)Nc2cccnc2)cc(OC)c1OC	i	i	1.1
CC(SC1=NCCN1S(C)(=O)=O)c1ccccc1 (stereo not given)	i	i	-0.7
Cc1ccc(N(CC(=O)N2CCCCC2)S(=O)(=O)c2ccc(C)cc2)cc1	i	i	-1.0
CC(C)(C)c1ccc(OCCON2C(=O)CCC2=O)c(Cl)c1	i	i	-0.4
c1ccc2c(NC3=NCCCCS3)cccc2c1	i	i	0.9
O=C(c1ccccc1)N1CCN(c2ccc([N+](=O)[O-])cc2-n2cccc2)CC1	i	i	-2.3
C=CCn1c(=O)c(C(=O)NCc2ccc3c(c2)OCO3)c(O)c2ccccc21	i	i	-1.5
O=C(COC(=O)C1=COCCO1)Nc1c(F)cccc1F	i	i	-2.6
O=C(NCC1CCCCC1)c1cccc([N+](=O)[O-])c1	i	i	-0.1
O=C(Oc1cccc2c(OC(=O)N3CCOCC3)cccc12)N1CCOCC1	i	i	0.1
COc1ccc(/C=C/C(=O)OCCCN(C)C)cc1	i	i	0.4
COc1cc2c(=O)n(Cc3ccccc3)c(=O)n(CC(=O)C(C)(C)C)c2cc1OC	i	i	-0.4
Cc1cccc(NC(=O)CN2CCN(CC(=O)Nc3ccc(-c4ccccc4)cc3)CC2)c1C	i	i	-2.3
CC(=O)Nc1cccc(NC(=O)c2cc(-c3cccnc3)nc3ccc(Cl)cc23)c1	i	i	0.1
COc1ccc(S(=O)(=O)Nc2cc3[nH]c(=O)oc3cc2C)cc1	i	i	-0.5
COc1ccc(NC(=O)c2ccc(-c3ccccc3)cc2)cc1NS(=O)(=O)c1ccc(F)cc1	i	i	-4.0
CCCn1nc(Oc2nc(SC)nc(N(C)C)n2)ccc1=O	i	i	-2.1
COc1ccc(CCNC(=O)C2CCN(S(=O)(=O)N3CCCCC3)CC2)cc1OC	i	i	-2.0
CCOCCn1c(SCc2ccccc2)nc2c1c(=O)[nH]c(=O)n2C	i	i	-0.4
O=c1c2ccccc2nc(N2CCN(c3ccccc3)CC2)n1Cc1ccccc1	i	i	-2.0
CCOc1ccc(/C=C/C(=O)CCC(=O)O)cc1	i	i	-1.4
Cc1ccc(NNc2c(C)nc3ccccc3nc2=O)cc1	i	i	0.9
Cc1ccc(/C=N/NC(=O)C2(C)CC2(Br)Br)cc1 (stereo not given)	i	i	-0.8
COc1cc(OC)c(NS(=O)(=O)c2cc(C(=O)OCC(=O)NCC3CCCO3)ccc2OC)cc1Cl (stereo not given)	i	i	-0.4
CC1(C(=O)Nc2ccc3c(c2)OCCO3)CC1(Cl)Cl (stereo not given)	i	i	-0.1
Brc1ccc(-c2ncc(-c3ccccc3)cn2)cc1	i	i	2.1
Cc1ccc(S(=O)(=O)/N=c2\ccc(Cl)cn2C(F)F)cc1	i	i	-1.2
Cc1ccccc1NC(=O)N1CCNC(=O)C1CC(=O)Nc1cc(Cl)ccc1Cl (stereo not given)	i	i	-0.5
COc1ccc(NS(=O)(=O)c2cccc3ccccc23)cc1	i	i	-1.3
Cc1sc2ncnc(NCC3COc4ccccc4O3)c2c1C (stereo not given)	i	i	-0.3

(continued)
Compound	CHT allo act	CHT inh	STK33 kinase inh
O=C(Nc1ccccc1Cl)c1csc(-c2cccnc2)n1	i	i	7.9
Cc1c(S(=O)(=O)N2CCN(C(=O)c3ccco3)CC2)c(=O)n(C)c(=O)n1C	i	i	-0.5
CCOC(=O)c1ccc(NC(=O)c2c(N)n(Cc3ccccc3)c(=O)[nH]c2=O)cc1	i	i	-1.0
Cc1ccc2[nH]cc(CCNC(=O)c3cccs3)c2c1	i	i	0.4
CCC(CC)C(=O)Oc1c(Sc2ccccc2[N+](=O)[O-])c(C)nn1C(C)(C)C	i	i	-0.8
O=C(O)c1ccc(NS(=O)(=O)c2cccc3cccnc23)cc1	i	i	-0.7
CCOC(=O)C1CN(c2cc3c(cc2F)c(=O)c(C(=O)O)cn3CC)OC1C(=O)OCC (stereo not given)	i	i	-1.8
COc1ccc(NS(=O)(=O)c2ccc(NC(=S)NC(=O)c3ccc(Br)cc3)cc2)nn1	i	i	0.6
Cc1cnc(NC(=O)CSc2ncc(-c3ccccc3)n2Cc2ccco2)s1	i	i	0.2
CCOC(=O)C1CCCN(C2CC(=O)N(c3ccc(NC(C)=O)cc3)C2=O)C1 (stereo not given)	i	i	-0.1
CC(=O)NS(=O)(=O)c1ccc(NC(=S)Nc2ccccc2)cc1	i	i	0.1
O=S(=O)(NCCSCc1ccc(Cl)c(Cl)c1)c1ccc2c(c1)OCCO2	i	i	-1.9
O=C(NCc1ccccn1)c1ccc(Cn2c(=S)[nH]c3ccccc3c2=O)cc1	i	i	-0.5
CC1CC(=O)N(CC(=O)NCc2ccc(F)cc2)c2ccccc2S1(=O)=O (stereo not given)	i	i	-0.4
CC1CCC(NC(=O)c2cnccn2)CC1 (stereo not given)	i	i	-1.6
CCNC(=O)COC(=O)CCNC(=O)c1ccc(Cl)cc1	i	i	-0.3
Cc1cc(C)c(NC(=O)CCn2nnc3ccccc32)c(C)c1	i	i	-4.0
CCCn1nc(NC(=O)c2ccncc2)c2cc3ccccc3nc21	i	i	-0.9
O=C(O)/C(=C\c1ccc(Cl)c([N+](=O)[O-])c1)c1ccc(S(=O)(=O)N2CCCCC2)s1	i	i	2.0
CCOc1ncccc1C(=O)OCC(=O)Nc1nnc(-c2ccccc2)o1	i	i	-2.6
CC(C)c1ccc(-c2noc(C3CCCN(S(C)(=O)=O)C3)n2)cc1 (stereo not given)	i	i	1.1
Cc1c(NC(=O)c2ccc3c(c2)OCO3)c(=O)n(-c2ccccc2)n1C	i	i	0.3
CC(OC(=O)CNC(=O)c1ccccc1F)C(=O)Nc1nc(-c2ccccc2)cs1 (stereo not given)	i	i	-1.2
CCN(CC)Cc1cc(C(C)=O)ccc1OCC(C)C	i	i	-2.2
COc1cc(/C=C2/C(=O)NN(c3cccc(C)c3)C2=O)cc([N+](=O)[O-])c1O	i	i	4.8
Cc1cccc(Nc2nc(N)nc(CC(=O)CSc3ccc(Cl)cc3)n2)c1	i	i	nt
CC(C)C(C(=O)Nc1ccncc1)c1ccc(Cl)cc1 (stereo not given)	i	i	1.4
Cc1ccc(/C=C/C(=O)N2CCN(c3ccc(F)cc3)CC2)o1	i	i	-1.0
COc1ccc(N2CCN(S(=O)(=O)c3ccc(Cl)c(C(F)(F)F)c3)CC2)cc1	i	i	0.1
CCOC(=O)CN1C(=O)N[C@@H](c2ccccc2)C(C(=O)OC)=C1C	i	i	2.7

By substructure: the entries above with two or more sulfur atoms (6)
Compound	CHT allo act	CHT inh	STK33 kinase inh
CC(SC1=NCCN1S(C)(=O)=O)c1ccccc1 (stereo not given)	i	i	-0.7
COc1ccc(NS(=O)(=O)c2ccc(NC(=S)NC(=O)c3ccc(Br)cc3)cc2)nn1	i	i	0.6
Cc1cnc(NC(=O)CSc2ncc(-c3ccccc3)n2Cc2ccco2)s1	i	i	0.2
CC(=O)NS(=O)(=O)c1ccc(NC(=S)Nc2ccccc2)cc1	i	i	0.1
O=S(=O)(NCCSCc1ccc(Cl)c(Cl)c1)c1ccc2c(c1)OCCO2	i	i	-1.9
O=C(O)/C(=C\c1ccc(Cl)c([N+](=O)[O-])c1)c1ccc(S(=O)(=O)N2CCCCC2)s1	i	i	2.0

Structures above with a thiophene ring, fused or not, in the order listed:
Compound	CHT allo act	CHT inh	STK33 kinase inh
Cc1sc2ncnc(NCC3COc4ccccc4O3)c2c1C (stereo not given)	i	i	-0.3
Cc1ccc2[nH]cc(CCNC(=O)c3cccs3)c2c1	i	i	0.4
O=C(O)/C(=C\c1ccc(Cl)c([N+](=O)[O-])c1)c1ccc(S(=O)(=O)N2CCCCC2)s1	i	i	2.0

Other records follow.
Compound	CHT allo act	CHT inh	STK33 kinase inh
C=C(C)c1ccccc1NC(=O)CCN1C(=O)c2ccccc2S1(=O)=O	i	i	-1.1
CCOC(=O)c1ccc(NC(=S)Nc2cc(C)cc(C)n2)cc1	i	i	-0.4
O=C(O)CN1C(=O)/C(=C/c2ccccc2Cl)Oc2ccccc21	i	i	-3.2
Clc1ccc(C2Nc3ccccc3-n3cccc32)cc1 (stereo not given)	i	i	-0.3
O=C(COC(=O)CCC(=O)c1ccccc1)NNC(=O)c1ccc(Cl)cc1	i	i	-0.4
COc1ccc(NC(=S)NCCCN2CCCC2)cc1	i	i	-2.6
CN(C(=O)Cn1cnc([N+](=O)[O-])n1)C1CCCCC1	i	i	0.4
CS(=O)(=O)c1ccc(NCCc2ccccn2)c([N+](=O)[O-])c1	i	i	-1.4
COCCN(C(=O)COC(=O)/C=C/c1ccc2c(c1)OCO2)c1c(N)n(Cc2ccccc2)c(=O)[nH]c1=O	i	i	-1.1
Cc1[nH]c2ccccc2c1C(=O)CN1C(=O)NC(C)(c2ccc(Cl)cc2Cl)C1=O (stereo not given)	i	i	0.0
CC(=O)Nc1c(C)ccc(CNC(=O)COc2cc(C)ccc2C)c1C	i	i	-1.2
CCOc1ccc(OCC)c(NC(=O)C2CCN(S(=O)(=O)c3c(C)noc3C)CC2)c1	i	i	-1.3
Cc1cc2cc3c(cc2nc1SCC(=O)O)OCCO3	i	i	-0.6
CC1=C/C(=C\C=C(C#N)C#N)N(C)c2ccccc21	i	i	-5.0
CCc1c(C)c2c(C)nn(-c3ccccc3)c2[nH]c1=O	i	i	-0.6
COc1ccc(C)cc1NS(=O)(=O)c1ccc(NC(=O)CN(c2cc([N+](=O)[O-])ccc2C)S(C)(=O)=O)cc1	i	i	-1.7
CCC(Oc1ccccc1)C(=O)N(C)CC(=O)N(CC(C)C)c1c(N)n(CC(C)C)c(=O)[nH]c1=O (stereo not given)	i	i	-2.8
Cc1ccc(NC(=O)CN(C)C(=O)/C=C/c2cccs2)cc1	i	i	0.6
COc1ccccc1NC(=S)N1CCC(NC(=O)C23CC4CC(CC(C4)C2)C3)CC1	i	i	-1.4
O=C(NCCc1ccc(C(F)(F)F)cc1)C1CCC(=O)N(CCCc2ccccc2)C1 (stereo not given)	i	i	-0.8
O=C(/C=C/c1ccccc1)N/C(=C/c1ccccc1)C(=O)Nc1ccccc1O	i	i	-1.2
Cc1cccc(NC(=O)CCS(=O)(=O)c2ccccc2)c1	i	i	-1.6
COCCn1c(=S)[nH]c2sc3c(c2c1=O)CCC(C)C3 (stereo not given)	i	i	-0.8
C/C(=N\NC(=O)Cc1cccn1C)c1ccc([N+](=O)[O-])cc1	i	i	0.0
Cc1ccc(C(=O)Nc2ccc(C(=O)N/N=C/c3ccccn3)cc2)cc1	i	i	-2.4
CC(NCc1ccc(S(N)(=O)=O)cc1)C(=O)Nc1cccc(Cl)c1 (stereo not given)	i	i	-1.2
COC(=O)c1c(C)n(-c2ccccc2)c2ccc(O)cc12	i	i	-1.1
O=C(O)C1C2CCC(O2)C1C(=O)Nc1ccc(Br)cc1F (stereo not given)	i	i	-0.1
S=C(NC12CC3CC(CC(C3)C1)C2)N1CCCC1	i	i	0.7
CCOc1ccc(C2=CSC3=NCCN23)cc1[N+](=O)[O-]	i	i	0.4

Additional records follow:
Compound	CHT allo act	CHT inh	STK33 kinase inh
COc1ccc(NC(=O)c2ccc3ccccc3c2)cc1NS(=O)(=O)c1ccc(F)cc1	i	i	-0.5
COc1ccc(OC)c(N(CC(=O)NCCSCc2ccc(C)cc2)S(C)(=O)=O)c1	i	i	-0.8
CC(C)OC(=O)c1cc(C(=O)c2cc(Cl)ccc2O)coc1=N	i	i	-1.4
CCC(CC)C(=O)Nc1ccc(C)cc1O	i	i	-1.4
C=CCNC(=O)C(C)N1C(=O)c2ccccc2C1=O (stereo not given)	i	i	0.4
CC(=O)NCC(=O)N(C)C(C(=O)Nc1ccc(C(C)C)cc1)c1ccccc1 (stereo not given)	i	i	-1.5
CCn1c(-c2nn(-c3ccccc3)ccc2=O)n[nH]c1=S	i	i	0.5
Cc1ccc(NC(=O)Cn2nnc(C(=O)NCc3ccco3)c2N)c(C)c1	i	i	1.2
CCOc1cc(S(=O)(=O)NCCN2CCOCC2)c(C)cc1C	i	i	0.1
O=[N+]([O-])c1cccc(N(CC(O)CN2CCCC2)S(=O)(=O)c2ccccc2)c1 (stereo not given)	i	i	-1.8
COc1cccc(N2[C@@H](CC(C)=O)c3ccccc3S2(=O)=O)c1	i	i	-1.3
COc1ccc(CNC(=O)c2cc3c(s2)CN(Cc2ccccc2)C3)cc1	i	i	nt
O=S(=O)(Cc1ccccc1)Oc1ccccc1	i	i	0.5
N#C/C(=C\c1ccc[nH]1)C(=O)NC1CC1	i	i	0.4
CSCCC(NC(=O)c1ccccc1Cl)C(=O)N1CCN(c2ccccn2)CC1 (stereo not given)	i	i	-0.4
O=C(CSc1nc2ccccc2c(=O)n1Cc1ccc(C(=O)NC2CC2)cc1)NCc1ccco1	i	i	3.3
O=C(O)CSc1cc(NS(=O)(=O)c2ccc(Cl)cc2)c2ccccc2c1O	i	i	-0.6
Cc1onc(-c2ccccc2)c1C(=O)Nc1sc2c(c1C(N)=O)CCC2	i	i	-1.4
COc1ccc(CC(=O)n2[nH]c(=O)cc(C)c2=O)cc1OC	i	i	-1.3

This is a random part of the collection. About 1.5% of those tested had a hit in this group.
